ERK EGF inh: blocks ERK signaling stimulated by EGF; HEK293-V1b, EGF-stimulated phospho-ERK AlphaScreen; Potency, µM (highest dose often 11.5 µM), without a hit: at the highest dose activity change, negative = inhibition, hits mostly inhibitors; 0.41% of 130,000 active; active = well fitted inhibition curve with a large enough effect; inconclusive = small, poorly fitted or top-dose-only effect, or effect the other way;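 note: plate controls were stimulated vehicle wells for no effect and unstimulated vehicle basal for full effect; nearly all actives have a fitted effect of over 55% in size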
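Concentration-response of compounds against EGF-driven ERK phosphorylation in V1b-expressing HEK293 cells; 30 min preincubation, 5 min EGF, AlphaScreen detection; Normalized to DMSO basal and 25 nM EGF.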
* hit, by the source's call; ? = inconclusive; & = joins results of further samples; [ ] = another dose, or the depositor's remark. Potency is the fitted concentration of half-maximal effect. An excerpt. The share of hits here may be higher or lower than overall.

SMILES	ERK EGF inh
COc1ccc(CCNc2ccc(C(CC(N)=O)NC(=O)c3ccc(Br)cc3)cc2[N+](=O)[O-])cc1 (stereo not drawn)	-16.2%[57.5 µM]
CC1(C)CC2(CC(c3ccccc3)Oc3cc(O)ccc32)NC(=O)N1 (stereo not drawn)	-9.5%
O=C(CN1C(=O)C2C3C=CC(C4CC34)C2C1=O)NCc1ccco1 (stereo not drawn)	-3.8%
O=C(CCN1CCOCC1)N/N=C/c1cc([N+](=O)[O-])ccc1OC(F)F	-11.0%
COc1ccc([N+](=O)[O-])cc1NC(=O)c1ccc(N(Cc2ccccc2Cl)S(C)(=O)=O)cc1	14.9%
COc1cc(C(=O)NNC(=S)NCc2ccco2)cc(OC)c1OC	4.1%
CCCCOC(=O)c1ccc(NC(=O)c2c(Cl)ccc(Cl)c2OC)cc1	1.6%
CCc1ccccc1NC(=O)CN(C)C(=O)CSc1nnc(Nc2ccc(C)cc2)s1	3.6%
COC(=O)[C@@]1(Cc2ccc(OC)cc2)[C@H]2c3cc(C(=O)N(C)C)n(CCc4ccccn4)c3C[C@H]2CN1C(=O)c1ccccc1	1.9%
O=C(c1ccccc1)c1coc2c1C(=O)c1ccccc1C2=O	?
Cc1ccc(C2c3c(oc4ccc(Cl)cc4c3=O)C(=O)N2CCCN2CCOCC2)o1 (stereo not drawn)	-2.9%
Cc1ccc(SCc2cc(=O)n(C)[nH]2)cc1	8.4%
COC(=O)c1ccccc1OCCOCCOc1cccc2ccc(C)nc12	-10.4%[57.5 µM]
O=C1CCCC(O)=C1C=NCc1ccccc1	3.0%
Cc1c(C(=O)N2CCOCC2)oc2ccc(S(=O)(=O)N3CCCC3)cc12	4.8%
Cc1ccc(OCCn2cnc3sc(C(N)=O)c(C)c3c2=O)cc1	3.8%
CCCCn1nc(C(=O)Nc2cc(S(=O)(=O)N(C)C)ccc2C)c2ccccc2c1=O	-2.4%[57.5 µM]
O=C(CSc1nnnn1-c1cccc2c1CCCC2)N1CCCC1	6.5%
Cc1cc2nccc(-c3ccccn3)n2n1	2.0%
COc1cc(-n2c(=O)c3ccccc3n(CC(=O)c3ccccc3)c2=O)cc(OC)c1OC	-8.6%
COc1cc(OC)cc(C(=O)N[C@H](C(=O)Nc2nnc(C3CC3)s2)C(C)C)c1	6.4%
CCOc1c(S(=O)(=O)NC2CC(C)(C)NC(C)(C)C2)ccc(Cl)c1Cl	0.9%
Cc1cccc(Nc2nc(NCCCN3CCOCC3)nc(N)c2[N+](=O)[O-])c1	-1.9%
Cc1nc(CCNC(=O)CC2C(=O)NCCN2Cc2ccc(F)cc2)sc1C (stereo not drawn)	2.2%
CCOC(=O)/C(C)=N/NC(C)=O	-8.5%
O=C(CSc1nc2cc(Cl)c(Cl)cc2[nH]1)c1ccc2c(c1)OCO2	7.9%[57.5 µM]
O=C(c1cc2ccccc2o1)N(C1CC1)C1(C(=O)Nc2ccccc2)CCCC1	0.4%
CCCCn1c(=O)[nH]c(=O)c2c1nc(-c1ccccc1F)n2Cc1ccccc1OC	3.1%
COc1ccc(CC(=O)Nc2ccc(N3CCCCC3)cc2)cc1	7.8%
Cc1ccc(SC(C)C(=O)Nc2ccccc2-c2ccccc2)cc1 (stereo not drawn)	1.1%
COc1cc(NC(=O)COc2ccc(Br)cc2)ccc1NC(=O)C(C)C	-8.0%
Cc1ccc2c(c1)/C(=C/c1ccco1)C(=O)N2	3.0%
COc1cc(NC(=O)c2ncn[nH]2)cc(OC)c1OC	8.0%
Cc1c(Cl)cccc1NC(=S)NC1CCN(Cc2ccccc2)CC1	1.9%
Cc1nc(N2CCOCC2)nc(OC(C)C)c1[N+](=O)[O-]	13.6%
Cc1ccc(NC(CC(=O)c2ccccc2)C(=O)O)cc1Cl (stereo not drawn)	?
COC(=O)c1nn(-c2nc(-c3cccc(OC)c3)cc(C(F)(F)F)n2)cc1[N+](=O)[O-]	3.9%
Cc1ccccc1C(=O)OCc1nnc(-c2ccc(Cl)cc2)o1	-5.3%
Cc1ccc(NC(=O)c2ccccc2NS(=O)(=O)c2ccc(F)cc2)cc1S(=O)(=O)N1CCCCC1	2.6%
COC(=O)CNC(c1ccccc1)c1cc(Br)ccc1NS(=O)(=O)c1ccc(C)cc1 (stereo not drawn)	-1.2%
COCCCn1c(SCC(=O)NNC(=O)c2cccc(O)c2)nnc1-c1ccncc1	4.4%
CS(=O)(=O)c1nc2c(cc1C#N)CCCC2	-0.1%
COC(=O)C1=C(C)N(CCc2cc(OC)c(OC)c(OC)c2)C(=O)N[C@H]1c1cccs1	-18.5%&9.3%
C/C(N)=C(/C#N)C(=O)CSc1nc2ccccc2n1CC(C)C	-1.6%
O=C(CSc1nnc(Cc2ccc(Cl)cc2)o1)Nc1ccccc1	-10.0%
CCOC(=O)C[N+](CC)(CC)CC#Cc1ccccc1	-1.5%
O=C(c1nc2nc(-c3cccs3)cc(C(F)(F)F)n2n1)N1CCN(Cc2ccccc2)CC1	3.3%
CC(=O)c1cc(C(=O)N2CCc3c([nH]c4ccccc34)C2C2CCCCC2)[nH]n1 (stereo not drawn)	-2.3%
COc1cc(C(=O)NNC(=S)NC(=O)c2ccc(F)cc2)cc(OC)c1OC	19.8%[57.5 µM]
Cc1ccc(NC(=O)CN2CCCC2)c2c1CC(C)(C)O2	-4.1%[57.5 µM]
Cc1cnc(NC(=O)CCNC(=O)c2ccccc2Cl)s1	7.5%
O=C(Nc1nc2cc3c(cc2s1)OCO3)c1ccc(N2C(=O)CCC2=O)cc1	-15.3%[57.5 µM]
CCC1COC(c2cccn2Cc2ccccc2Cl)=N1 (stereo not drawn)	-13.4%
CCOC(=O)c1cc2sc(C)cc2n1CC(=O)Nc1cccc(C)c1C	8.8%
O=C(CN1CCN(Cc2ccc(Cl)cc2)C1=O)NCCN1CCCC1	-3.6%
CNc1nc(-c2ccc3c(c2)CCN3S(=O)(=O)c2ccccc2)c(C)s1	-8.4%
O=C(c1cc(Cl)cc(Cl)c1)N1CCC(=O)N(C(COCc2ccccc2)Cc2ccccc2)CC1 (stereo not drawn)	4.4%
O=C(Nc1nncs1)c1cccnc1Cl	5.7%
CC1=CS(=O)(=O)CC1SC(=S)N(C)C1CCS(=O)(=O)C1 (stereo not drawn)	0.8%
Cc1cc(NC(=O)/C=C/c2ccccc2Cl)n(-c2nc3ccccc3[nH]2)n1	-3.1%
Later entries
SMILES	ERK EGF inh
C=CCOc1ccc(/C=C2\SC(=Nc3cccnc3)NC2=O)cc1	-5.6%[57.5 µM]
O=C(O)c1ccc2c(=O)n3cc(C(=O)c4ccccc4O)cc(Cl)c3nc2c1	2.7%[57.5 µM]
Cc1ccc(C(=O)Oc2coc(CSc3nnc(NC(=O)c4cccs4)s3)cc2=O)cc1C	0.7%
O=C(NC(=S)Nc1ccc2c(c1)OCCO2)c1ccccc1F	-3.9%[57.5 µM]
O=C(CCC(=O)N(CC(=O)NC1CCCCC1)CC1CCCO1)Nc1nccs1 (stereo not drawn)	-4.3%
COc1ccc(OC)c(/C=N/N=C(\N)c2nonc2N)c1	-6.5%[57.5 µM]
Cc1ccc(N2C(=O)[C@@H]3C(c4cccnc4)=NO[C@@H]3C2=O)c(C)c1	3.4%[57.5 µM]
CCOc1cccc(C2C(C(=O)c3cccs3)=C(O)C(=O)N2Cc2cccnc2)c1 (stereo not drawn)	7.7%
O=C(CSc1nnc(-c2ccccn2)o1)Nc1ccccc1	2.9%
COc1ccccc1NC(=O)CN(Cc1ccccc1)S(C)(=O)=O	4.0%
COC(=O)c1nc2cc(C)ccn2c1F	-3.5%
CCO[C@@H]1OC(C(=O)N2CCCCCCC2)=C[C@H](c2ccc3c(c2)OCO3)[C@H]1CCCO	1.1%[57.5 µM]
Nc1nc(COc2ccc(F)cc2Cl)nc(N2CCCCC2)n1	3.0%
CSC1=NSC2=NC(=O)/C(=C\c3coc4ccccc4c3=O)C(=N)N12	?
CCOC(=O)c1cc(-c2cccc(C(F)(F)F)c2)nc2nc(SC)[nH]c(=O)c12	-10.2%
COC(C[C@@H]1O[C@H]1[C@@H](O)[C@@H](C)OCc1ccccc1)OC	-2.3%[57.5 µM]
CCOc1ccccc1NC(=O)Cn1cnc2c(nnn2-c2cccc(OC)c2)c1=O	-2.2%
Cc1cc(-c2ccccc2)n(-c2cc(N/N=C/c3ccccc3O)ncn2)n1	10µM*
CCOC(=O)N1C2=NC(C(=O)OC)=C(C(=O)OC)[C@@H]3N(C)c4ccccc4[C@]23C[C@H]1C(=O)OC	-3.3%[57.5 µM]
Nc1ccc(NC(=O)c2ccco2)c(Cl)c1	-11.8%
O=C(COc1cccc2cccnc12)N1CCc2ccccc21	-6.9%
Cc1ccccc1Nc1c(F)c(F)c(F)c(F)c1C(=O)O	-5.0%
O=C(c1nn(-c2ccccc2)c(=O)c2ccccc12)N1CCN(c2ncccn2)CC1	-4.8%
CCOC(=O)c1c(C)nc(SC)c(C#N)c1-c1ccccc1	-7.9%
CCOC(=O)c1oc2ccccc2c1CN1CCCCC1	3.4%
O=C(CSc1nc(-c2ccc(F)cc2)cs1)NCCN1C(=O)CSC1=O	4.8%
CCCCCN1C/C=C\C(c2ccc(OC)cc2)N(Cc2ccc(F)cc2)C(=O)C1 (stereo not drawn)	-8.0%[57.5 µM]
CCOCC(=O)Nc1ccc([N+](=O)[O-])cc1C	23.5%
COCCN1CCN(Cc2nc(Cc3ccc(OC)c(OC)c3)no2)CC1	-8.0%
S=c1[nH]nc(CCc2ccc(Cl)cc2)o1	-2.4%
OCCC1CN(Cc2ccsc2)CCN1C1CCCC1 (stereo not drawn)	-3.3%
C/C(=N\NC(N)=S)c1ccc(Cl)s1	-4.7%
COC(=O)c1cccc(NC(=S)NCc2ccco2)c1	-27.6%
Cc1ccc(N(C)C(=O)c2ccc3c(Cl)c4c(nc3c2)CCC4)cc1C	?
CC(=O)Nc1c(F)cc(Br)cc1F	12.1%[57.5 µM]
COc1cc(C(=O)Nc2ccc3c(c2)Cc2ccccc2-3)cc(OC)c1OC	5.5%
CCc1cc2c(SCC(=O)c3ccccc3)ncnc2s1	16.0%
CC(C)(C)CC(=O)Nc1ccccc1N1CCN(c2ccccc2)CC1	2.5%
CCCC[C@@H]1C[C@H]1C(NC(=O)c1ccc(-c2ccccc2)cc1)c1ccc(-c2ccccc2)cc1 (stereo partly drawn)	5.0%
Cc1cc(SCC#N)nc2ccccc12	-2.8%
O=C(C(=O)N1CCc2ccccc2C1)c1cn(CC(=O)N2CCCC2)c2ccccc12	3.1%
CCNC(=O)CCC(N)C(=O)O (stereo not drawn)	17.3%
CC1(C)C(O)C=C[C@@]2(C)C1CC(=O)O[C@@]1(C)C3=CC(=O)OC(c4ccoc4)[C@]3(C)CCC21 (stereo partly drawn)	3.9%
CC(C)CCOc1ccccc1C(N)=O	-2.0%
O=C(COC(=O)/C=C/c1ccc(F)cc1)NCc1ccco1	8.7%

Part of the list above in order of SMILES length, low to high:
SMILES	ERK EGF inh
CC(C)CCOc1ccccc1C(N)=O	-2.0%
Cc1ccc(N(C)C(=O)c2ccc3c(Cl)c4c(nc3c2)CCC4)cc1C	?
CC1(C)C(O)C=C[C@@]2(C)C1CC(=O)O[C@@]1(C)C3=CC(=O)OC(c4ccoc4)[C@]3(C)CCC21 (stereo partly drawn)	3.9%

Other entries
SMILES	ERK EGF inh
O=C(CCc1nnc(CCCc2ccccc2)o1)NC(C1CC1)C1CC1	4.1%
CC(=O)Nc1ccc(S(=O)(=O)N2CCN(Cc3cccs3)CC2)cc1	6.4%
Cn1ccnc1C(=O)c1cccc([N+](=O)[O-])c1	3.1%
COc1ccccc1OC1OC2COC(c3ccco3)OC2C(O)C1NC(C)=O (stereo not drawn)	-5.5%
COc1cccc(CN2CCC(C(=O)N3CCN(c4ccccc4F)CC3)CC2)c1	-6.6%
Cc1ccc(C(=O)COc2ccc3ccc(=O)oc3c2)cc1	16.7%[57.5 µM]
O=C(NCCCn1ccnc1)C(=O)NCC1OCCN1S(=O)(=O)c1cc(F)ccc1F (stereo not drawn)	-0.5%[57.5 µM]
O=C(NCc1cccs1)Nc1ccc(Cl)cc1	-7.6%
NC(=O)CC(NC(=O)Cc1cccc2ccccc12)c1ccc(NC2CCCCC2)c([N+](=O)[O-])c1 (stereo not drawn)	-8.5%[57.5 µM]
O=C(NCCN1CCCCCC1)c1ccc(CS(=O)(=O)c2ccc(Br)cc2)o1	1.0%
CCOc1ccc(CCNC(=O)C2CCN(S(=O)(=O)N3CCC(C)CC3)CC2)cc1OCC	10.1%
CCOCC(=O)Nc1cc(C(=O)NCCC(C)C)ccc1Cl	1.9%
CCN(CC)C(=O)c1ccccc1NC(=O)c1ccccc1	-1.9%
CC1(C)CC(NC(=O)Cc2ccccc2[N+](=O)[O-])CC(C)(C)N1	-4.7%
Cc1ccccc1NC(=O)C1CCCN1S(=O)(=O)c1ccc2c(c1)n(C)c(=O)c(=O)n2C (stereo not drawn)	-4.1%

Molecules shown so far containing a CF3 group, in the order listed:
SMILES	ERK EGF inh
COC(=O)c1nn(-c2nc(-c3cccc(OC)c3)cc(C(F)(F)F)n2)cc1[N+](=O)[O-]	3.9%
O=C(c1nc2nc(-c3cccs3)cc(C(F)(F)F)n2n1)N1CCN(Cc2ccccc2)CC1	3.3%
CCOC(=O)c1cc(-c2cccc(C(F)(F)F)c2)nc2nc(SC)[nH]c(=O)c12	-10.2%

Going on with the list:
SMILES	ERK EGF inh
CCOc1ccccc1NC(=O)COC(=O)CSc1ccc(Cl)cc1	2.9%
COc1cccc(NC2=C(Cl)C(=O)OC2OC(=O)c2ccco2)c1 (stereo not drawn)	-2.7%
COc1ccccc1NC(=O)CSc1ccc2nnc(-c3ccc(C)cc3)n2n1	4.8%[57.5 µM]
Cc1cc(C)c(NC(=O)Nc2ccccc2C)c(Cl)c1	5.6%

Reformatted in CSV form: entries from further up
mol,ERK EGF inh
COc1ccccc1NC(=O)CSc1ccc2nnc(-c3ccc(C)cc3)n2n1,4.8%[57.5 µM]
COc1cccc(NC2=C(Cl)C(=O)OC2OC(=O)c2ccco2)c1 (stereo not drawn),-2.7%

High-throughput results: PubChem, National Center for Advancing Translational Sciences (NCATS)
